RXFP1 antag: antagonists of human relaxin receptor RXFP1. Q9HBX9. HEK293-RXFP1, relaxin-stimulated cAMP HTRF, 30 min; active compounds read low. activity change, negative = inhibition, % at 57.5 µM. actives 0.59% (n = 350,000). AID 1259400;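 active = activity change of -60% or lower, but not beyond a set lower limit; inconclusive = change between -60% and -40%, or beyond the set limit; inactive = change above -40%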; note: % is set by controls: 0 for no effect and ±100 for the full control effect
Target sequence (Q9HBX9 whole entry, looked up): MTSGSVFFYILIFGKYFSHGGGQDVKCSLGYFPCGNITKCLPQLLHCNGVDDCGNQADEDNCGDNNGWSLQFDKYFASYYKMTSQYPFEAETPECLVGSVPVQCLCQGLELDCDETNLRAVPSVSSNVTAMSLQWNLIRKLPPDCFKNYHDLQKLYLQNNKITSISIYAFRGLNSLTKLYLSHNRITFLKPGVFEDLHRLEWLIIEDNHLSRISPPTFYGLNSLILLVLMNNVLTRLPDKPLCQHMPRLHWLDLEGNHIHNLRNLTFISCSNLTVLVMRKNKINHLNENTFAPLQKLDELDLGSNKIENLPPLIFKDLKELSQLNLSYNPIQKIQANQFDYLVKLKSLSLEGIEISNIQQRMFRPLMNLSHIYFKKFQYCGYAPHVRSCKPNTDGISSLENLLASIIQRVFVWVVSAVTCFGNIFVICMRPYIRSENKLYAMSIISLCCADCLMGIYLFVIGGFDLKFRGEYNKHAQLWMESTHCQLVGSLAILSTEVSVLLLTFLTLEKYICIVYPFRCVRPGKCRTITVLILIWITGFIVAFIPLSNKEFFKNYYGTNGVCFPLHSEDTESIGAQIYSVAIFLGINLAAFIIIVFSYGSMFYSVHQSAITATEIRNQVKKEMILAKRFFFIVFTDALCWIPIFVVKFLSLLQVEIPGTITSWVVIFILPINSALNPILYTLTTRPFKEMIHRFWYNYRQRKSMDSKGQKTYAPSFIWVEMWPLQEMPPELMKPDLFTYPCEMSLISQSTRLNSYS
D2 antag: D2 dopamine receptor (human) antagonism. P14416. HEK293 TREx D2 cells, calcium flux, dopamine EC80. actives 2% (n = 340,000). AID 485344. inhibition, % at 10 µM; in the data active = inhibition above about 30%; note: 0% is about no effect
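Tetracycline-induced HEK293 TREx cells expressing D2 receptor forced-coupled to calcium signalling, loaded with no-wash calcium dye. Compounds added and calcium flux read 180 s, then dopamine added at EC80 and read a further 180 s.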
D2 potentiator: D2 dopamine receptor (human) potentiation. P14416. actives 0.34% (n = 340,000). HEK293 T-REx D2, calcium flux, EC20 dopamine potentiation. potentiation, % at 10 µM;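 active = potentiation over 3 SD above the plate norm, cut at about 30% in these data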; note: 0% is about no effect
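Tetracycline-induced HEK293 T-REx cells force-coupled to calcium signalling expressed D2; compounds were pin-added after a 10 s baseline, read kinetically 180 s, then an EC20 dopamine challenge followed with a further 180 s calcium read.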
TRHR enhancer: allosterically enhances the human TRH receptor | TRHR cells, fluo-8 calcium fluorescence, EC20 TRH enhancement | enhancement, % at 2 µM | actives 0.66% (n = 360,000) | AID 493056; in the data active = enhancement above about 30%; note: 0% is about no effect
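Enhancer read-out: after compound pinning and an initial kinetic agonist-mode read, an EC20 of TRH (10 nM final) was injected and fluo-8 calcium signal (Ex 480/Em 530) followed at 1 s/cycle for 100 cycles in TRHR-expressing cells.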
D1 antagonist: human D1 dopamine receptor antagonism. P21728. HEK293 TREx D1 cells, calcium flux, dopamine EC80; active compounds read low. activity change, negative = inhibition, % at 10 µM. actives 3.2% (n = 360,000). AID 504652; in the data active = activity change below about -30%; note: % is set by controls: 0 for no effect and ±100 for the full control effect
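Tetracycline-induced HEK293 T-REx cells with force-coupled D1 receptor were loaded with a no-wash calcium dye. Compound was added after a 10 s baseline and read kinetically for 180 s; EC80 dopamine was then added and calcium flux followed another 180 s.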
D2 ag: agonists of human D2 dopamine receptor; P14416; HEK293 T-REx D2 cells, calcium flux agonist mode; activation, % at 2 µM; actives 0.53% (n = 340,000); AID 485358;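 active = activation over 3 SD above normal in the single-dose calcium agonist read, cut at about 30% in these data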; note: 0% is about no effect
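In this primary screen, compounds producing a positive calcium signal within 180 s of addition to tetracycline-induced, force-coupled HEK293 Trex D2 cells are flagged; cells are dye-loaded with a no-wash calcium kit beforehand.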
D1 PAM: human D1 dopamine receptor positive modulation; HEK293 TREx D1 cells, calcium flux, dopamine EC20 potentiation; potentiation, % at 10 µM; P21728; AID 504651; actives 0.036% (n = 360,000); in the data active = potentiation above about 30%; note: 0% is about no effect
D1 agonist: agonists of human D1 dopamine receptor; P21728; HEK293 T-REx D1 cells, calcium flux, agonist mode; activation, % at 2 µM; actives 1% (n = 360,000); AID 504660; in the data active = activation above about 30%; note: 0% is about no effect
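Inducible HEK293 T-REx D1 cells, force-coupled to calcium signalling, were plated at 4000 cells/well with tetracycline and held overnight at 30 C. After no-wash calcium dye loading, compound-evoked calcium rise over 180 s flagged agonists.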
RXFP1 agonist: agonists of human relaxin receptor RXFP1. HEK293T-RXFP1 cAMP TR-FRET, 30 min; response scale: percent of porcine relaxin response, buffer zero. Potency, µM (highest dose often 57.5 µM), without a hit: top-dose activation, actives largely listed as activators. actives 0.3% (n = 370,000). AID 2676; active = well fitted activation curve with a large enough effect; inconclusive = small, poorly fitted or top-dose-only effect; note: potency is the fitted concentration of half-maximal effect; % is set by controls: 0 for no effect and ±100 for the full control effect; nearly all actives have a fitted effect of over 60% in size; many of its hits are not listed in these tables
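Agonist response is measured as cAMP accumulation in an RXFP1-transfected HEK293T line under PDE4 inhibition. Values are scaled between buffer-only and 29 nM porcine relaxin, and EC50s come from standard Hill equation fits.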
* marks the source's active call; other numbers are inactive results; ? = inconclusive; nt = no result given; & = joins results of further samples. Only part of the results is shown, so the mix of outcomes need not match the whole.

canonical_smiles,RXFP1 antag,D2 antag,D2 potentiator,TRHR enhancer,D1 antagonist,D2 ag,D1 PAM,D1 agonist,RXFP1 agonist
CN(Cc1ccccc1)C(=O)CN1C(=O)NC(C)(c2ccc(C(C)(C)C)cc2)C1=O (configuration not stated),-11,9,nt,2,-4,4.7,2,4,-3.6%
COc1ccc(NC(=O)c2cc(C)nn2-c2ccccc2)cc1,-11,0,-3,5,-3,0.1,3,1,-4.5%
CC1CC(C)CN(C(=O)CN2C(=O)NC3(CCCCCCC3)C2=O)C1 (configuration not stated),-3,-4,5,-5,-12,0.2,0,3,-1.0%
Cc1nnc(SCC(=O)Nc2nccs2)n(N)c1=O,-15,nt,nt,5,0,nt,-4,4,5.0%
C=CCNC(=O)c1nn2cccnc2c1Cl,2,8,-4,8,-2,-0.2,-2,2,3.5%
C/C(=N\NC(=O)c1cccc(O)c1)c1cccc(NC(=O)c2ccc(F)cc2)c1,0,-5,-2,-2,-8,-0.4,-1,2,2.6%
COc1ccc(/C=N/Nc2cc(C)nc(NS(=O)(=O)c3ccc(C)cc3)n2)cc1,-14,1,19,-1,-16,-1.9,-6,1,-0.6%
Cc1ccc(NC(=O)Nc2ccnc(-c3cccnc3)n2)cc1,8,-7,1,0,-24,0.8,-1,1,-1.6%
Cc1noc(C)c1CSc1nnc2scc(-c3ccccc3)n12,-13,10,0,-1,6,-1.6,-3,3,0.3%
C=CCN(CC=C)c1nc2ccccc2nc1C(C#N)C(=O)OC(C)C (configuration not stated),-26,2,4,3,7,-0.4,-1,3,1.5%
CC(=O)Nc1nc(-c2ccccc2)nc(C)c1C(C)=O,1,-22,-1,-1,-7,1.6,-2,0,-1.2%
CC(C)(C)c1nnc(N/N=C/c2cc(Br)ccc2O)n(N)c1=O,-88*,-11,-5,23,-8,0.4,-7,2,1.3%
CCc1ccccc1NC(=O)c1ccc2c(O)c(S(=O)(=O)c3ccccc3)c(=O)[nH]c2c1,5,nt,2,3,-13,0.9,-1,1,-1.0%
COc1cccc(NS(=O)(=O)c2ccc3c(c2)n(C)c(=O)n3C)c1,-12,nt,3,7,-26,0.0,-3,8,0.4%
CC1CCCN(C(=O)C(C)Nc2cc(Cl)ccc2N2CCOCC2)C1 (configuration not stated),-4,0,-3,-5,-15,-0.7,-1,4,2.1%
COC(=O)[C@H](C)NC(=O)NC1CCCc2ccccc21 (some centres not stated),15,-13,5,2,-7,0.7,1,4,1.0%
CCOc1ccc(CNC(=O)CCSCc2ccccc2F)cc1OC,-8,-11,nt,-1,-4,1.1,-1,1,2.5%
O=CN(Cc1ccco1)C1(C(=O)NC2CCCCC2)CCCCC1,-8,-14,-2,-9,1,0.2,2,3,3.6%
COc1ccc(OCc2nnc(SCC(N)=O)n2N)cc1,-7,-14,0,-1,-4,0.1,1,3,1.5%
C/C(=N\NC(=O)c1cc(O)ccc1O)c1cccc(NC(=O)c2cccc(Cl)c2)c1,-5,nt,nt,-3,-5,nt,-7,1,-2.3%
O=C(CCC(=O)N(CC(=O)NC1CCCC1)Cc1ccc2c(c1)OCO2)Nc1nccs1,nt,4,-10,-1,-8,1.7,-5,2,1.2%
O=C(NCC1CCCO1)C(c1ccncc1)N(Cc1cccs1)C(=O)Cn1nnc(-c2ccc(F)cc2)n1 (configuration not stated),-16,-6,2,12,8,0.2,-1,2,-0.1%
Cc1cccc(Cc2cnc(NC(=O)c3ccc4c(c3)CC(c3ccccc3)OC4=O)s2)c1 (configuration not stated),-3,nt,11,8,0,nt,0,1,0.1%
O=[N+]([O-])c1ccc(Oc2ccc(C(F)(F)F)cn2)cc1,19,1,5,9,0,0.6,-2,1,4.0%
O=C1C=C(/C=C/C2C=CC=CC2)C[C@@H](c2ccc(Cl)cc2)C1 (some centres not stated),nt,-31,11,-5,nt,-0.2,-6,3,0.5%
CCN(CC)S(=O)(=O)c1ccc(N/N=C/c2cc(OC)ccc2O)nc1,-3,7,2,0,2,0.1,-3,2,0.4%
Cn1cc(CN(CCO)Cc2cccs2)c(-c2cccc(Cl)c2)n1,-10,-26,15,-5,-17,2.0,2,-1,-1.9%
CC(=O)c1sc(NC(=O)C2CSC3(C)CCC(=O)N23)nc1-c1ccccc1 (configuration not stated),2,-5,-10,-6,-2,0.0,-2,1,2.9%
CCOC(=O)C1CCN(C(=O)CCCCn2c(=O)[nH]c3ccccc3c2=O)CC1,-6,22,0,-3,3,-1.2,-12,0,1.1%
Cn1nc(C(C)(C)C)cc1C(=O)O,4,2,13,-8,-11,0.3,2,2,0.6%

Some of these compounds in order of their number in D1 antagonist, smallest number first:
SMILES	D1 antagonist
Cn1cc(CN(CCO)Cc2cccs2)c(-c2cccc(Cl)c2)n1	-17
O=[N+]([O-])c1ccc(Oc2ccc(C(F)(F)F)cn2)cc1	0
O=C(NCC1CCCO1)C(c1ccncc1)N(Cc1cccs1)C(=O)Cn1nnc(-c2ccc(F)cc2)n1 (configuration not stated)	8

The list continues.
canonical_smiles,RXFP1 antag,D2 antag,D2 potentiator,TRHR enhancer,D1 antagonist,D2 ag,D1 PAM,D1 agonist,RXFP1 agonist
COc1ccc(C=C(c2ccc(OC)cc2)c2ccc(OC)cc2)cc1,-26,4,-3,7,-3,0.0,-1,4,-0.7%
CCN(C(=O)COC(=O)c1ccc(C)c(S(=O)(=O)N2CCCCC2)c1)C1CCS(=O)(=O)C1 (configuration not stated),-16,-4,-5,2,10,1.0,-2,1,0.5%
CCN(CC)S(=O)(=O)c1ccc(C(=O)/C=C/c2ccc(-c3ccc([N+](=O)[O-])cc3)o2)cc1,2,-3,-9,24,-54*,4.4,-8,9,0.3%
Cc1ccc(S(=O)(=O)NC(=O)N2CCCC(C)(C)C2)cc1,-4,-3,-9,3,4,-0.8,-8,2,2.4%
CNCCCCOc1ccccc1Cc1ccccc1,-15,5,-26,1,-12,-0.4,-3,28,0.6%
COc1ccc(CCN2CCC(CNC(=O)c3cnn(-c4ccccc4)c3C3CCN(C(=O)OC(C)(C)C)CC3)CC2)cc1,-20,nt,nt,-1,-4,nt,-6,38*,1.4%
COc1ccc(Cn2c(O)c(C=Nc3ccccc3)c3ccccc3c2=O)cc1,2,2,8,-4,-6,1.3,0,1,4.1%
CCOc1ccc(Cl)cc1CSc1ncn[nH]1,1,-2,1,-5,-4,0.2,1,4,1.3%
Cn1c(N)c(C(=O)COC(=O)c2cc(-c3ccccc3)nc3ccccc23)c(=O)n(Cc2ccccc2)c1=O,nt,-1,-4,2,1,1.0,-5,3,2.2%
Cc1ccccc1-n1c(C)nnc1SCC(=O)NCC1CCCO1 (configuration not stated),-7,20,2,-17,7,-1.4,-2,3,-0.3%
C=CCn1c(O)c(CN2CCN(Cc3ccccc3)CC2)c(C)c(C#N)c1=O,-4,12,-11,4,9,3.8,1,13,0.6%
COCCN(C(=O)COC(=O)C(c1ccccc1)c1ccccc1)c1c(N)n(Cc2ccccc2)c(=O)[nH]c1=O,-11,-4,0,-1,0,1.6,1,5,-0.5%
Cc1[nH]nc(N=CC2=C(O)CC(c3ccco3)CC2=O)c1-c1ccccc1 (configuration not stated),-21&-2,-1,8,-7,0,1.4,0,2,5.7%
C#CCOc1c(Cl)cc(/C=C2/C(=O)ON=C2C)cc1OCC,-7,-15,-6,1,-6,0.4,4,3,1.9%
CS(=O)(=O)N(CC(=O)NCCSCc1ccccc1)c1ccccc1Cl,-4,3,7,7,6,1.2,2,9,0.1%
CCOC(=O)C1(CC2CCCCO2)CCN(Cc2cc3ccccc3[nH]2)CC1 (configuration not stated),-27,2,-5,26,-23,1.3,-6,9,-0.2%
CC1CC(C)CN(C(=O)C(NS(=O)(=O)c2ccc3c(c2)oc(=O)n3C)C(C)C)C1 (configuration not stated),nt,-13,3,6,-3,0.6,1,1,-0.1%
c1ccc(-c2noc(-c3ccno3)n2)nc1,-5,-13,5,-8,4,-0.6,-8,-1,-0.6%
COc1ccc(NC(=O)CN2C(=O)NC(CC(C)C)C2=O)cc1S(=O)(=O)N1CCOCC1 (configuration not stated),-5,14,2,1,1,0.7,3,7,4.9%
CCN(CC)CCN1C(=O)c2ccccc2NC1c1cc(OC)c(OC)c(OC)c1 (configuration not stated),-14,-2,8,22,-2,1.0,-3,1,1.4%
COC(=O)c1cccc(C23CC4(C2)[C@H](CN(C)[C@@H]4c2ccccc2)C3c2ccccc2)c1 (some centres not stated),nt,21,23,-1,-9,-0.3,0,1,0.2%
Cc1cc(N2CCCC2)ccc1/C=C1\NC(=S)N(C)C1=O,-3,10,-7,8,-8,36*,7,213*,0.3%
Cc1ccc(C(=O)Nc2nc(-c3ccccn3)cs2)cc1S(=O)(=O)N1CCOCC1,-25,14,-5,15,-13,-0.3,3,0,0.8%
CC(=O)Nc1cccc(NC(=O)CSc2nnc3ccc(-c4ccccn4)nn23)c1,-17,-6,7,3,0,-0.5,1,0,2.5%
Cc1ccc(-c2c[n+](CC(=O)N3c4ccccc4Sc4ccccc43)c3n2CCC3)cc1,18,-13,-10,-6,-12,0.6,0,1,2.2%
CCS(=O)(=O)c1ccc2oc(SCC(=O)Nc3ccc(OC)c(OC)c3)nc2c1,-5,-14,-10,6,26,0.0,-4,2,0.1%
CCCCN(c1ccccc1)S(=O)(=O)c1cccc2cccnc12,1,-5,9,5,-25,-1.2,-2,7,0.2%
Cc1ccc(S(=O)(=O)N/N=C/c2ccc(C(=O)O)cc2)cc1,-7,0,1,0,-4,1.2,2,1,-1.6%
CC(C)NS(=O)(=O)c1ccc(CCC(=O)Nc2ccc3c(c2)OCO3)cc1,-8,4,0,2,-6,0.1,-4,2,0.2%
O=C(NCCc1ccccc1)c1cc(-c2ccncc2)nc2ccc(S(=O)(=O)N3CCOCC3)cc12,-23,24,25,0,2,0.4,-2,7,?
O=C(CSc1nnc(C2CC2)n1C1CC1)c1ccc(F)c(F)c1,8,-1,18,-8,4,-0.3,-2,0,-0.1%
O=C(CNC(=O)c1ccccc1Cl)N/N=C/C=C/c1ccccc1,-12,6,8,-1,-7,-0.2,0,2,2.4%
CCOC(=O)c1[nH]c(C)c(C(=O)NCCc2ccc(OC)cc2)c1C,-5,-3,-11,-9,5,-0.5,0,2,-1.2%
Cn1c(SCC(=O)Nc2cccc(S(=O)(=O)NC3=NCCCCC3)c2)nnc1-c1ccncc1,1,-10,-6,0,-2,0.0,2,-2,0.6%

High-throughput results (PubChem)
